# Bioassay records: PubChem BioAssay, National Center for Advancing Translational Sciences (NCATS)
# LmPK inhibitor – qHTS Assay for Inhibitors of Leishmania Mexicana Pyruvate Kinase (LmPK); Q27686; purified LmPK, Kinase-Glo ATP luminescence, 1 h; Potency, µM (titrated, usually from 57.5 µM), inactives show at the highest dose activity change, negative = inhibition, actives largely listed as inhibitors; 290,000 compounds, 0.37% hits; AID 1721, 2009
# Target sequence (Q27686 whole entry, looked up): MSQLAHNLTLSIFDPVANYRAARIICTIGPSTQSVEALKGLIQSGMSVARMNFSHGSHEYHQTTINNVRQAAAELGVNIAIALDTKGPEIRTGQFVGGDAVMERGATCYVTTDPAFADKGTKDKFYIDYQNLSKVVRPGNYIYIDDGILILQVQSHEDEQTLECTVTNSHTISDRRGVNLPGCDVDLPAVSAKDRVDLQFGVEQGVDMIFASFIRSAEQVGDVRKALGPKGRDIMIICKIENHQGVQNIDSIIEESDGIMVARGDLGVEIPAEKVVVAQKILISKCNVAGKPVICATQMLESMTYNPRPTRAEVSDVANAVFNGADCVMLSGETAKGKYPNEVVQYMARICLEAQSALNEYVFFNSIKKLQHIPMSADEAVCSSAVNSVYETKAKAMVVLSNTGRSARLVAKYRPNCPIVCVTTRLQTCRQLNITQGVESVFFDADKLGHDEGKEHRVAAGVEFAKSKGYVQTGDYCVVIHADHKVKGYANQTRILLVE
#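 ATP generated from ADP (0.1 mM) and PEP (0.5 mM) by 0.1 nM LmPK over 1 h at room temperature (pH 7.2 imidazole buffer) was detected by coupled luciferase luminescence. Values were normalized to uninhibited and no-enzyme wells.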
# TbPYK inhibitor – qHTS of Trypanosoma Brucei Inhibitors. pyruvate kinase (Trypanosoma brucei), Q57TT1. TbPYK enzyme, Kinase-Glo Plus ATP luminescence, 45 min. Potency, µM (doses to about 76.8 µM), inactives show at the highest dose activity, negative = inhibition, hits mostly inhibitors. 410,000 compounds, 0.12% hits. AID 624173, 2012; further: nearly all actives have a fitted effect of over 50% in size
#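 ADP (130 uM final) triggers the TbPYK reaction after compound addition; incubation is 45 min at room temperature. Kinase-Glo Plus is then added and luminescence imaged. Normalized data are fitted to concentration-effect curves.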
# HCV inhibitor – qHTS Assay for Inhibitors of Hepatitis C Virus (HCV) | Huh7.5.1 HCVcc-Cre infection, luciferase reporter, 44 h | Potency, µM (series often up to 41.8 µM), for inactives: at the highest dose activity change, negative = inhibition, hits mostly inhibitors | 340,000 compounds, 3.4% hits | AID 651820, 2012
#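 Cells (1,000/well) were plated 4 h before compound, then infected with HCVcc-Cre virus (~0.5 moi). After 44 h further culture, infection was read as luciferase luminescence following a 15 min substrate incubation at room temperature.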
# Pf growth 48h – Primary qHTS for delayed death inhibitors of the malarial parasite plastid, 48 hour incubation; P. falciparum luciferase growth in erythrocytes, 48 h; Potency, µM (doses to about 28.7 µM), for the others: at the top dose activity change, negative = inhibition, hits mostly inhibitors; 310,000 compounds, 5.9% hits; AID 504832, 2011
#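 Parasite viability was followed by luminescence of a genomically integrated firefly luciferase. Cultures held 0.1% parasitemia at 2% hematocrit (final), incubated under 5% CO2 at 37 C.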
# Sm TGR block – qHTS Assay for the Inhibitors of Schistosoma Mansoni Peroxiredoxins; Schistosoma mansoni thioredoxin glutathione reductase (TGR), Q962Y6; purified TGR, DTNB reduction, TNB absorbance 405 nm; Potency, µM (top dose mostly 114 µM), for inactives: at the top dose activity change, negative = inhibition, usual class: inhibitors; 360,000 compounds, 3% hits; AID 485364, 2010; further: nearly all actives have a fitted effect of over 60% in size
#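 Kinetic colorimetric format: TGR-catalysed, NADPH-driven DTNB reduction monitored via TNB absorbance. Enzyme dispensed at 20 nM; compound exposure 15 min at room temperature before reaction start.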
# Pf growth 96h – Primary qHTS for delayed death inhibitors of the malarial parasite plastid, 96 hour incubation; Potency, µM (series often up to 28.7 µM), without a hit: at the highest dose activity change, negative = inhibition, actives largely listed as inhibitors; P. falciparum luciferase reporter growth, 96 h; 320,000 compounds, 6.9% hits
#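 Luminescence readout: decreased luciferase signal marks inhibited growth of reporter-expressing P. falciparum in infected red cells (2% hematocrit, 0.05% parasitemia final), exposed to compound two generations (96 h, 37 C, 5% CO2).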
# * = called active by the depositor; u = inconclusive; x = not tested or not shown; & = joins results of further samples; [ ] = dose if it differs, or a comment. The call rests on the fitted dose curve; in most records, active means well fitted curve in the direction sought with a large enough effect; inconclusive means small, poorly fitted or top-dose-only effect, or another doubt; inactive means no such curve, though single readings can be large; an effect the other way counts as inactive or inconclusive. On the % scale 0 is the no-effect control and ±100 the full control effect; potency means the concentration at half of the fitted maximal effect. Hits appear at their usual frequency, and some 16% of all compounds hit somewhere here.
SMILES,LmPK inhibitor,TbPYK inhibitor,HCV inhibitor,Pf growth 48h,Sm TGR block,Pf growth 96h
O=C(CCN1C(=O)/C(=C/c2cccs2)SC1=S)Nc1ccc(O)cc1,-1%,-2%,-20%,-1%,-8%,10%
CCOC(=O)C1=C(N)OC2=C(C(=O)CCC2)C1c1cccnc1 (stereo not given),6%,-6%,-1%,-18%,-18%,-8%
COc1cc(-c2nc3ccccc3nc2-c2ccc(O)c(OC)c2)ccc1O,4%,0%,7%,u,-16%,-27%
CC(C)NC(=O)CSc1nc2ccccc2c(=O)n1CCCOC(C)C,1%,1%,23%,-9%,5%,0%
COC(=O)c1cc2sccc2n1Cc1nc(-c2cccc(Cl)c2)oc1C,-1%,1%&1%,1%,x,3%&-1%,9.3µM*
O=C(NCc1ccco1)C12CC3CC(C1)CC(C(=O)NCc1ccco1)(C3)C2,0%,-5%,6%,-3%,40µM*,68%[activator]
Cc1cc(C)cc(OCC(=O)O/N=C(\N)c2ccccc2Cl)c1,-1%,-5%,-9%,3%,-2%,15%
CCN(CC)C(=O)c1cc2cc(Br)ccc2oc1=O,-10%,2%,-2%,6%,1%,x
O=C(c1ccccc1Br)N1CCN(c2ccccc2)CC1,-2%,3%,0%,12%,6%,x
COc1ccc(N2CC(C)Cn3c2nc2c3c(=O)n(Cc3ccc(C)cc3)c(=O)n2C)c(OC)c1 (stereo not given),-3%[11.5 µM],-3%,u,4.7µM*,7%,u
Cc1cccc(-n2c(O)c(C=NCc3ccccn3)c3ccccc3c2=O)c1,1%,3%,-5%,-24%,-10%,-21%
COC(=O)c1cccc(-n2[nH]nnc2=S)c1,5%,-19%,-6%,6%,-20%,u
COc1ccc(C2CCCN2C(=O)Nc2ccc(F)cc2)cc1OC (stereo not given),-1%,-3%,u,2%,-9%,0%
CN(c1ccccc1)S(=O)(=O)c1cccc(NC(=O)CSc2ncc(C(F)(F)F)cc2Cl)c1,-3%,-6%,u,1%,-6%,8%
CN(C)c1ccc(NC(=O)C[n+]2ccccc2)cc1,-1%,-9%,12%,0%,14%,31%[activator]
Cc1cc(NC(=O)CCc2ccc(S(=O)(=O)N3CCOCC3)cc2)n(-c2ccccc2)n1,-4%,0%,-23%&-13%,13µM*,2%,u
CN1C(=O)CSC1=Nc1ccc(F)cc1,0%,11%,25%,-10%,-24%,327%[activator]
COc1ccc(-n2c(=S)[nH]c3cc(C(=O)N4CCN(c5ccccc5)CC4)ccc3c2=O)cc1,4%,5%,u,-9%,u,2.1µM*
Cc1ccc(-n2c(-c3ccncc3)n[nH]c2=S)cc1,16µM*,u,3%,-3%,14%,21%
Cc1ccc(N=CC2=C(O)CC(c3ccco3)CC2=O)cc1 (stereo not given),-6%,7%,10%,0%,-33%,0%
N#Cc1ccc(Oc2cccnc2)cc1C#N,3%,-5%,-10%,10%,17%,u
CCc1ccc2c(c1)c1nnc(NN)nc1n2CC,-4%,5%,u,u,-13%,u
CCC(C)[C@@H](C(=O)N1CCNCC1)n1cc(CCCCN)nn1 (stereo not given in full),4%,5%,20%,41%[activator],-12%,85%[activator]
COc1ccc(-c2nnc(-c3ccccc3)o2)cc1OC,-5%,-4%,-13%,204%[activator],-1%,2%
COc1cc(C2C(C(=O)c3ccco3)=C(O)C(=O)N2c2cc(C)on2)cc(Br)c1O (stereo not given),15%,-9%,7%,0%,u,u

# Just Sm TGR block, Pf growth 96h and TbPYK inhibitor, for some of the entries so far:
canonical_smiles	Sm TGR block	Pf growth 96h	TbPYK inhibitor
O=C(NCc1ccco1)C12CC3CC(C1)CC(C(=O)NCc1ccco1)(C3)C2	40µM*	68%[activator]	-5%
Cc1cccc(-n2c(O)c(C=NCc3ccccn3)c3ccccc3c2=O)c1	-10%	-21%	3%

# Further entries follow:
SMILES,LmPK inhibitor,TbPYK inhibitor,HCV inhibitor,Pf growth 48h,Sm TGR block,Pf growth 96h
CCCCCCC(=O)NNC(=O)c1c(O)c2ccccc2n(CC)c1=O,9%,-3%,u,9%,0%,28%
CC(C)(C)c1ccc(C(CC(=O)O)NC(=O)Cc2ccc(F)cc2)cc1 (stereo not given),7%[11.5 µM],x,x,-27%,5%,u
CCc1ccc(N2C(=O)c3sc4nnc(C)c(=O)n4c3C2=O)cc1,-4%,x,1%,u,-5%,u
Nc1cccc(S(=O)(=O)c2cccc(N)c2)c1,1%,1%,13%,11%,7%,u
CCCCC1(C)NC(=O)N(CC(=O)Nc2cc(S(=O)(=O)N3CCOCC3)ccc2Cl)C1=O (stereo not given),x,-5%,u,-16%,-20%,3%
CSc1cccc(NC(=O)Nc2ccc(Cl)cc2)c1,-1%,4%,-29%,u,-18%,u
Cc1cc(C)c2c(C)c(C(=O)NCc3ccc(S(N)(=O)=O)cc3)oc2c1,0%,8%,-10%,1%,x,24%
CCSc1nc(C2CC2)cc(-c2ccco2)c1C#N,4%,-11%,u,-10%,-19%,x
CN(C)CCCNc1c2c(nc3ccccc13)CCC2,-1%,-11%,u,10µM*,9%,2%
CCOc1ccccc1NC(=O)N1CCC(c2nc3ccccc3[nH]2)CC1,3%,2%,u,-14%,10%,u
COc1cc(/C=C2\SC(=S)N(Nc3ccccc3)C2=O)ccc1O,-21%,-29%,1%,46%[activator],-15%,1%
CCc1ccc(NC(=S)N(Cc2ccccc2)Cc2ccccn2)cc1,2%,-13%,u,-57%,1%,0%
CN1CCN(C(=O)CCNC(=O)Cn2cnc3ccccc3c2=O)CC1,10%,-3%,10%,18%,-4%,21%
Cc1ccc(C)c(Cn2c(=O)n(C)c(=O)c3sccc32)c1,5%,1%,-7%,3%,u,u
Cc1cc(C)c2nc(Nc3nc(-c4ccccc4)cc(=O)[nH]3)nc(C)c2c1,-2%,1%,u,1.7µM*,-7%,3.7µM*
CCN1C(=O)[C@@H]2[C@@H](c3ccc(-c4ccc(F)cc4)cc3)N3CCC[C@@]3(C(=O)OC)[C@@H]2C1=O,x,2%,-9%,u,-10%,u
COc1cc(/C=C(\C#N)C(=O)NCCc2ccccc2)cc(OC)c1O,2%,-22%,-2%,12%,-24%,7%
CCC(=O)N1c2ccccc2NC2=C(C(=O)CCC2)C1c1ccccc1 (stereo not given),4%,-2%,-5%,x,3%,u
C1CCC(n2nnnc2CN2CCCC2)CC1,0%,-15%,-4%,2%,-7%,76%[activator]
O=C(Nc1ccnn1C1CCN(C/C=C/c2ccc(F)cc2)CC1)C1CCCC1,-6%,0%,-14%,u,-17%,35%[activator]
CC(C)Cc1nnc(NC(=O)CCC(=O)N2CCN(C3CCCC3)CC2)s1,6%,-2%,14%,-4%,-16%,-21%
Cc1ccc(Cn2c(N)c(S(=O)(=O)c3cccs3)c3nc4ccccc4nc32)cc1,6%,-17%,-17%,-5%,0%,12%
Cc1cccc(N2CCN(Cc3nc(C4CC4)no3)CC2)n1,-2%,-5%,16%,-1%,12%,25%
CC1(C)CC(=O)C(C=Nc2cc(C(=O)c3ccccc3)ccc2N)=C(O)C1,6%,-7%,u,-70%,9%,14%
Cc1ccc(-c2c(C(=O)N/N=C/c3cccc(Cl)c3)nnn2-c2nonc2N)cc1,13%,1%,10%,0.052µM*,9%,u
# Additional results.
SMILES,LmPK inhibitor,TbPYK inhibitor,HCV inhibitor,Pf growth 48h,Sm TGR block,Pf growth 96h
CCc1ccc(Nc2n[n+](-c3ccccc3)c(-c3cccc(C)c3)s2)cc1,x,-19%,32µM*,u,-33%,8.3µM*
CCCCNC(=O)C1CCC(CNS(=O)(=O)c2ccc(NC(C)=O)cc2)CC1 (stereo not given),3%,-6%&-1%,26%,-9%,27%&4%,u
COc1cc(C(=O)NCc2ccc(C(=O)NCC(OC)OC)cc2)cc(OC)c1OC,-1%,0%,-3%,-1%,4%,u
COc1ccc2[nH]c(C(=O)Nc3cccc(C)n3)cc2c1,28µM*,-25%,-24%,-11%,17%,473%[activator]
Cc1c(NC(=S)N/C(=N/S(=O)(=O)c2ccc(Cl)cc2)c2ccccc2)c(=O)n(-c2ccccc2)n1C,6%,-6%,-19%,u,7%,-4%
O=C(COc1ccc2c3c(c(=O)oc2c1)CCC3)NC1CCN(Cc2ccccc2)CC1,-9%,1%,6%,-13%,0%,u

# Random excerpt: 6 compounds from above, in no set order.
SMILES,LmPK inhibitor,TbPYK inhibitor,HCV inhibitor,Pf growth 48h,Sm TGR block,Pf growth 96h
CN1CCN(C(=O)CCNC(=O)Cn2cnc3ccccc3c2=O)CC1,10%,-3%,10%,18%,-4%,21%
CN(C)c1ccc(NC(=O)C[n+]2ccccc2)cc1,-1%,-9%,12%,0%,14%,31%[activator]
CCSc1nc(C2CC2)cc(-c2ccco2)c1C#N,4%,-11%,u,-10%,-19%,x
COC(=O)c1cc2sccc2n1Cc1nc(-c2cccc(Cl)c2)oc1C,-1%,1%&1%,1%,x,3%&-1%,9.3µM*
CCc1ccc2c(c1)c1nnc(NN)nc1n2CC,-4%,5%,u,u,-13%,u
Nc1cccc(S(=O)(=O)c2cccc(N)c2)c1,1%,1%,13%,11%,7%,u

# 3 structures already listed, arranged by length of the SMILES, descending.
SMILES,LmPK inhibitor,TbPYK inhibitor,HCV inhibitor,Pf growth 48h,Sm TGR block,Pf growth 96h
O=C(COc1ccc2c3c(c(=O)oc2c1)CCC3)NC1CCN(Cc2ccccc2)CC1,-9%,1%,6%,-13%,0%,u
COc1cc(C(=O)NCc2ccc(C(=O)NCC(OC)OC)cc2)cc(OC)c1OC,-1%,0%,-3%,-1%,4%,u
CCc1ccc(Nc2n[n+](-c3ccccc3)c(-c3cccc(C)c3)s2)cc1,x,-19%,32µM*,u,-33%,8.3µM*
